Screens as filed in PubChem BioAssay.
AGP1-GFP MLPCN: modulators of AGP1-GFP expression in yeast TOR pathway, primary screen, cell-based, multiplex flow cytometry, S. cerevisiae, MLPCN library; AID 2066, 2009; GFP response vs DMSO, % at 10 µM; 3 h; GFP as percent of DMSO wells; 0.02% of 320,000 active;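 active means GFP response relative to DMSO above a set limit, near screen average plus 3 SD, cut at about 150% in these data; inconclusive means fewer than 70 cells counted for the yeast strain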;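 further: median GFP channel fluorescence of the gated AGP1 strain per well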
MEP2 TOR yeast: modulators of MEP2-GFP levels in yeast, primary screen, S. cerevisiae, multiplex flow cytometry, MLPCN library; S. cerevisiae MEP2-GFP strain, 3 h; 100% = DMSO control level; GFP response vs DMSO, % at 10 µM; 0.51% of 330,000 active; AID 2016, 2009;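 active means GFP response versus DMSO above a set limit, roughly screen mean plus 3 SD, cut at about 180% in these data; inconclusive means fewer than 70 cells counted for a yeast strain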;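 further: median GFP fluorescence of the barcode-gated MEP2-GFP cells per well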
AHR act: AHR activators, primary screen, cell-based, luminescence, luciferase reporter, human | Aryl hydrocarbon receptor (Homo sapiens), P35869 | AHR-responsive luciferase reporter cells | 2.5% of 320,000 active | activation, % at 5 µM; in the data active means activation above about 47%;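 further: 0% = vehicle wells and 100% = reference agonist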
Target sequence (P35869 whole entry, looked up): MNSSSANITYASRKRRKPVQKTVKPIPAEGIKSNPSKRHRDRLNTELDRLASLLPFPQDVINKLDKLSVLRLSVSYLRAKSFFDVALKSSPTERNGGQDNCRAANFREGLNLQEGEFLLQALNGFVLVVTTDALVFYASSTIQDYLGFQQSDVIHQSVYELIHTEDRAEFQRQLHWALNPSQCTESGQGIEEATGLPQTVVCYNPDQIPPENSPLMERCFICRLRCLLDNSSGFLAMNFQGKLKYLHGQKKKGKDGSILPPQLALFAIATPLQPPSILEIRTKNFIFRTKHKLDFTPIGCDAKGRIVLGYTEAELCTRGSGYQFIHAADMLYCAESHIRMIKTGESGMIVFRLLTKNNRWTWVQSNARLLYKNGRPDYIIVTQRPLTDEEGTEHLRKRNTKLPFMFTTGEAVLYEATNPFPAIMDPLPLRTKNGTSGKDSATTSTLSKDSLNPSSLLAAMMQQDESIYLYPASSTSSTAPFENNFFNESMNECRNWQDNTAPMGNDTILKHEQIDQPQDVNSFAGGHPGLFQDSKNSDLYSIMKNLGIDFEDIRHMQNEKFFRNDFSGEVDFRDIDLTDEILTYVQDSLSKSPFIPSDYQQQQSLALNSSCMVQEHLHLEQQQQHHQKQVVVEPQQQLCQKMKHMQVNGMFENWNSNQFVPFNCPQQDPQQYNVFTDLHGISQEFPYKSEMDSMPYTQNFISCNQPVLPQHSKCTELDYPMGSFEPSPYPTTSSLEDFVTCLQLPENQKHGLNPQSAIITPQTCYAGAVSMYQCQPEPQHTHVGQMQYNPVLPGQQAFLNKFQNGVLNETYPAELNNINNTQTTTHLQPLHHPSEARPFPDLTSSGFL
RPL19A-GFP yeast: RPL19A-GFP expression modulators in yeast, primary screen, cell-based, S. cerevisiae, multiplex flow cytometry, MLPCN. S. cerevisiae RPL19A-GFP strain, 3 h; active compounds read low. percent response vs DMSO, % at 10 µM. 0.3% of 330,000 active;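 active means percent response vs DMSO below 50%; inconclusive means fewer than 70 events counted for the yeast strain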;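 further: median channel GFP fluorescence of the barcoded RPL19A-GFP strain; ratio of sample median GFP to plate DMSO average so 100% = DMSO; lower means less RPL19A-GFP as with rapamycin TOR inhibition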
CR mimetic SO: reduction of superoxide in aged yeast, primary screen, HTS. S. cerevisiae aged cells, superoxide DHE fluorescence; active compounds read low. superoxide response (% of plate mean), % at 10 µM. 0.18% of 330,000 active. AID 2690, 2010;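 active means superoxide response under a set limit, about three screen SD below normal, cut at about 65% in these data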;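 further: yeast aged for seven days with compound at 30 °C before DHE staining; 100% = average MFI of all compound-treated wells on the plate with controls excluded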
Efflux pump inh: inhibitors of Candida efflux pumps in yeast, primary screen, S. cerevisiae, Nile Red, multiplex. S. cerevisiae Candida pump triplex. inhibition, % at 10 µM. 0.44% of 330,000 active. AID 485275, 2010;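 active means plate passing quality check with inhibition over a set limit, or well fluorescence over plate mean plus 4 SD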;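 further: Nile Red retained in pooled yeast measured as flow cytometry median fluorescence; 0% = buffer negative control and 100% = Enniatin B positive control; higher means more Nile Red kept so more efflux inhibition; some compounds called inactive have numbers as strong as hits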
CIT2-GFP yeast: modulators of CIT2-GFP expression in yeast, primary screen, S. cerevisiae, GFP fusion, multiplex flow cytometry, MLPCN library; S. cerevisiae CIT2-GFP strain, 3 h; 100 means same as DMSO wells; GFP response vs DMSO, % at 10 µM; 0.065% of 320,000 active; AID 2029, 2009;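 active means GFP response relative to DMSO above a set limit, near the screen mean plus 3 SD, cut at about 150% in these data; inconclusive means Fewer than 70 cells measured for a yeast strain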;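 further: ratio of well median GFP fluorescence to mean of DMSO wells on the plate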
LAP4 TOR yeast: modulators of LAP4-GFP expression in yeast, primary screen, S. cerevisiae, multiplex flow cytometry, MLPCN library; 3 h; median GFP as percent of DMSO wells; AID 2023, 2009; 0.34% of 320,000 active; GFP response vs DMSO, % at 10 µM;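 active means GFP response vs DMSO above a set limit, about the screen mean plus 3 SD, cut at about 150% in these data; inconclusive means under 70 cell events counted for the yeast strain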
Starred values were filed as active, the others as inactive; ? = inconclusive; / = not tested or not shown; [ ] = remark or other dose.

SMILES	AGP1-GFP MLPCN	MEP2 TOR yeast	AHR act	RPL19A-GFP yeast	CR mimetic SO	Efflux pump inh	CIT2-GFP yeast	LAP4 TOR yeast
COCCN(Cc1cc2ccc(C)c(C)c2nc1Cl)C(=O)N1CCOCC1	101	94	7	101	98	0.1	97	104
CCOC(=O)N1CCN(S(=O)(=O)c2ccc(C(=O)N(CCCN(C)C)c3nc4ccc(CC)cc4s3)cc2)CC1	104	88	-4	92	97	0.1	109	104
Cc1ccc(-n2c(=O)[nH]cc(C(=O)N3CCc4ccccc43)c2=O)cc1C	104	102	0	98	95	-0.1	106	98
COc1cccc(CCNC(=O)CCc2nnc(Cc3cc(OC)ccc3OC)o2)c1	98	106	4	104	97	0.0	101	92
CCn1c(/C=C/c2ccc(O)c(O)c2)nc2ccccc2c1=O	99	168	/	102	92	1.0*	132	130
O=C1CCC(C(=O)N2CCCCCC2)CN1CCc1ccc(Cl)cc1 (stereo not drawn)	95	94	4	97	90	0.0	98	91
Cc1csc(NC(=O)CSc2nnc3c4ccccc4nc(C(C)(C)C)n23)n1	91	98	3	93	94	0.1	90	99
CC1(C)CC(=O)C=C(NCCN2CCN(C(=S)NC3CCCCC3)CC2)C1	102	94	0	99	119	-0.1	93	107
Cc1ccc(C2NCCS2)cc1 (stereo not drawn)	?	?	-2	?	100	0.1	87[may fluoresce red]	?
CCC(=O)NC(c1ccccc1Cl)c1c(O)ccc2ccccc12 (stereo not drawn)	106	104	1	106	87	-0.2	107	104
CCCCOc1ccc(C(=O)N/C(=C/C=C/c2ccccc2)C(=O)NCCO)cc1	100	109	11	105	88	0.0	99	91
COc1ccc(Cl)cc1NC(=O)N(C)Cc1c(C)nn(C)c1C	104	98	3	101	88	-0.2	111	99
CCNS(=O)(=O)c1ccc(Br)c(C(=O)OC(C)C(=O)NCC2CCCCC2)c1 (stereo not drawn)	98	103	0	98	100	-0.1	96	109
COCC(=O)Nc1nnc(-c2cccs2)s1	98	92	81*	96	98	-0.1	92	103
O=C(COc1ccc(Cl)cc1)Nc1ccccc1C(=O)NCc1ccco1	97	100	-4	97	97	0.0	93	102
Oc1ccccc1C=Nc1cccc2ccccc12	106	110	21	107	110	-0.1	114	100
CCc1cc(C(=O)N2CCCC(CCC(=O)NCc3cccc(OC)c3)C2)no1 (stereo not drawn)	98	99	1	97	98	0.1	89	98
COc1ccc(C(=O)C2CCCN(C(=O)c3cc(C(C)C)no3)C2)cc1F (stereo not drawn)	100	97	-2	100	100	0.0	93	95
CC(NC(=O)C1CC2CCCC(C1)C2=O)c1ccccc1 (stereo not drawn)	103	102	-1	101	86	-0.2	103	101
NS(=O)(=O)c1ccc(CNS(=O)(=O)Cc2ccc(Cl)cc2)cc1	105	110	1	105	99	0.0	104	97

Structures listed so far that bear a hit mark in AHR act:
smiles,AGP1-GFP MLPCN,MEP2 TOR yeast,AHR act,RPL19A-GFP yeast,Efflux pump inh,CIT2-GFP yeast,LAP4 TOR yeast
COCC(=O)Nc1nnc(-c2cccs2)s1,98,92,81*,96,-0.1,92,103

An excerpt from above in order of their number in AGP1-GFP MLPCN, highest first.
canonical_smiles	AGP1-GFP MLPCN
COc1ccc(C(=O)C2CCCN(C(=O)c3cc(C(C)C)no3)C2)cc1F (stereo not drawn)	100
COCC(=O)Nc1nnc(-c2cccs2)s1	98
Cc1csc(NC(=O)CSc2nnc3c4ccccc4nc(C(C)(C)C)n23)n1	91

(further entries)
SMILES	AGP1-GFP MLPCN	MEP2 TOR yeast	AHR act	RPL19A-GFP yeast	CR mimetic SO	Efflux pump inh	CIT2-GFP yeast	LAP4 TOR yeast
CC(=O)c1cccc(NC(=O)CCS(=O)(=O)c2cccc3nsnc23)c1	104	101	36	100	99	0.0	100	102
CNC(=O)COC(=O)/C=C/c1cccs1	101	97	-1	98	101	0.0	95	98
COc1cccc(C(=O)NC(=S)Nc2ccccc2N2CCCCC2)c1	97	108	73*	99	87	0.1	105	96
CC(=O)c1c(C)[nH]c(C(=O)OCc2cc(=O)n3cc(Br)ccc3n2)c1C	100	103	1	104	107	-0.2	107	96
NC(N)=NC(N)=Nc1ccccc1	94	92	0	92	88	0.1	91	92
CC(=O)Nc1cccc(NC(=O)CSc2nnc(Cc3cccn3C)n2CCc2ccccc2)c1	100	97	2	96	137	0.3	93	98
COc1ccc(NC(=O)c2ccc3c(c2)C(=O)N(CC2CCCO2)C3=O)cc1 (stereo not drawn)	103	107	-1	97	84	0.0	106	105
O=C(O)COc1ccccc1/C=N/Nc1ccc(S(=O)(=O)N2CCOCC2)cc1[N+](=O)[O-]	88	97	1	96	91	0.6	92	89
CCOC(=O)c1c(NC(=O)c2ccco2)sc(C(=O)N2CCCC2)c1C	109	110	6	110	95	0.1	107	114
Cn1c(SCC(=O)c2ccc3c(c2)OCCO3)nnc1C(F)(F)F	/	98	-1	98	101	-0.1	/	/
O=C1N/C(=C/c2ccco2)C(=O)N1Cc1ccccc1F	97	99	1	101	96	0.0	86	105
COc1ccc(/C(=C\Nc2ccc(C)c(C)c2)C(C)=O)cc1OC	104	99	-1	99	94	-0.2	93	94
Cc1ccc(-n2c(SCC(N)=O)nnc2-c2ccc(S(=O)(=O)N3CCCCC3)cc2)c(C)c1	100	102	-1	100	98	0.0	105	105
Cc1ccc2nc(N3CCN(C(=O)c4ccco4)CC3)c3nncn3c2c1	98	99	0	100	106	0.2	98	97
Cc1nn(C)cc1S(=O)(=O)Nc1ccccc1Br	98	105	-2	102	101	0.0	97	97
Cc1ccc(/C=N/NC(=O)Cc2cccn2C)cc1	105	93	2	99	94	0.1	96	107
CC(C)NC(=O)NCCCCCCS(C)=O (stereo not drawn)	98	100	0	95	74	0.1	99	102
CCCCNC(=O)C1CCN(S(=O)(=O)N2CCCCCC2)CC1	116	105	0	109	97	0.1	115	104
Cc1c(CN(C)C)c2c(n1C)C(=O)c1ccc(Br)cc1-2	95	101	71*	96	101	0.0	93	100
NC(=O)CC(NC(=O)c1ccccc1)c1ccc(NC2CCCCC2)c([N+](=O)[O-])c1 (stereo not drawn)	81	91	1	93	102	0.1	70	109
CCOC(=O)C(=O)N=Nc1c(O)n(C)c2ccccc12	90	99	1	101	100	0.4	83	83
O=C(CSc1nnc(COc2ccccc2)o1)Nc1nccs1	89	103	2	99	97	-0.3	92	89
COc1ccc(C(=O)NNC2=NCCCCC2)cc1	95	94	1	93	96	0.1	90	91
COc1ccc(C(=O)NC2CCN(S(=O)(=O)c3ccc(F)cc3)CC2)cc1	101	112	-2	101	89	-0.1	106	91
CC1=CC(=O)CC(C)(C)[C@@]1(O)/C=C/[C@@H](C)O[C@@H]1O[C@H](CO)[C@@H](O)[C@H](O)[C@H]1O	107	100	1	101	79	0.2	100	95
Cc1ccc(COc2ccc(/C=N/NC(=O)CN3CCCCC3)cc2)cc1	94	98	3	100	125	-0.1	76	101
CCOc1ccc(C(=O)OC(C)C(=O)N2CCN(Cc3ccccc3)CC2)cc1 (stereo not drawn)	103	109	-2	102	92	0.2	115	91
CC(C)(C)C(=O)/C(=C\c1ccc([N+](=O)[O-])cc1)n1cncn1	80	92	-6	87	88	0.0	77	190*
CCc1cc(Cn2nc(-c3ccccc3)cc2C(=O)NCc2ccccc2OC)on1	98	102	2	98	105	0.1	94	104
CCCOc1ccc(N2C(=O)CC(N3CCC(O)(c4cccc(C(F)(F)F)c4)CC3)C2=O)cc1 (stereo not drawn)	110	118	1	114	98	0.0	113	106
CCn1ccnc1CN(C)C(=O)C1CCC(=O)N(CCc2cccc(F)c2)C1 (stereo not drawn)	99	94	4	97	97	-0.2	97	95
Cc1ccc(NC(=O)CSc2nnc(Cc3ccccc3)o2)c(C)c1	101	107	0	101	98	-0.1	93	120
COc1cccc(C(=O)NCCNC(=O)c2cnccn2)c1	101	104	1	100	104	-0.4	101	100
C/C(=N/NS(=O)(=O)c1ccc(C)cc1C)c1c[nH]c2ccccc12	?	99	/	113	107	-0.1	86	73
O=C(NNS(=O)(=O)c1ccccc1)c1cccnc1	99	101	0	96	106	0.0	90	108
O=C(O)c1cccc(N2C(=O)c3cccc(Oc4ccc(Cl)cc4)c3C2=O)c1	93	104	0	101	131	0.1	92	96
O=C(CCCC(=O)N(CC(=O)NC1CCCC1)C1CCCC1)Nc1ccccn1	98	97	2	100	101	0.2	92	98
CN(c1ccccc1C(=O)O)S(=O)(=O)c1ccc2c3c(cccc13)C(=O)N2	110	109	4	94	115	0.1	109	104
COc1ccc(NC(=O)CSc2nnc(-c3ccc(C)cc3)n2N)cc1	112	103	2	100	86	0.5	113	109
CN1CCN(Cc2nc(N)nc(Nc3ccc4c(c3)OCCO4)n2)CC1	96	97	14	100	91	0.5	93	95
Cc1ccc(C)c(OCCNc2ccc([N+](=O)[O-])cn2)c1	92	98	5	101	99	-0.1	85	98
C=CCNC(=O)C1CC(=O)N(c2ccc(OCC(=O)Nc3ccc(CC)cc3)cc2)C1 (stereo not drawn)	95	97	9	97	58*	-0.9	97	88
C[C@H]1CN([C@@H](C)CO)C(=O)Cc2cc(NC(=O)C3CC3)ccc2O[C@H]1CN(C)Cc1ccc(Oc2ccccc2)cc1	84	89	0	98	84	0.9	83	85
CC(=O)NC1=NC(=O)CS1	110	112	1	106	98	0.2	101	103
CCN(CCCNC(=O)CCC(=O)N1CCOc2ccccc21)Cc1ccccc1	93	100	1	97	108	0.2	95	99
Cc1ccc(-c2nn(CC(=O)NCc3ccco3)c(=O)c3ccccc23)cc1	87	92	-1	92	102	-0.2	102	92
COc1ccccc1NC(=O)C1CCCN(c2ncnc3c2nc2n3CCCCC2)C1 (stereo not drawn)	99	102	7	103	100	-0.1	97	97
Cc1cc(C)n(C(=O)c2cc(F)c(F)cc2C)n1	96	96	-1	105	83	-0.1	101	96
Cc1nc(Nc2ccc(Cl)cc2)c2oc3ccccc3c2n1	97	98	78*	97	85	-0.3	102	94
CCOc1ccc(C2c3[nH]c4ccccc4c3C[C@H]3C(=O)N(C4CCN(Cc5ccccc5)CC4)CC(=O)N23)cc1OC (stereo partly drawn)	99	107	/	104	100	-0.2	98	90
CC(C)Cn1c(=O)c(C(=O)Nc2ccccc2S(N)(=O)=O)c(O)c2ccccc21	99	104	-2	99	71	0.1	105	110
CCCC(c1nnnn1Cc1ccc2c(c1)OCO2)N1CCC(C(N)=O)CC1 (stereo not drawn)	104	101	1	99	107	-0.1	108	101
COc1ccc2nc(C)cc(SCC(=O)Nc3c(C)cccc3C)c2c1	98	108	-1	96	93	0.1	90	95
Cc1nc2cc3ccccc3cc2c(=O)[nH]1	/	103	22	102	122	-0.2	103	113
O=C(CCN1CCN(c2ccccc2)CC1)Nc1ccc2c(c1)OCO2	100	104	10	98	96	0.0	99	98
Cn1c(=N)c(S(=O)(=O)c2ccccc2)cc2c(=O)n3ccccc3nc21	39	144	2	/	86	-0.1	113	98
O=C(O)c1ccccc1C(=O)Nc1ccc(Oc2ccccc2)cc1	101	94	-4	96	102	0.0	85	111
CCCN(CC(=O)Nc1ccccc1C)C(=O)COC(=O)CSc1ccc([N+](=O)[O-])cc1	114	104	0	105	79	0.0	106	121
O=C(Cc1ccc(F)cc1)N(c1ccccc1)C1C=CS(=O)(=O)C1 (stereo not drawn)	107	105	3	103	121	0.1	100	111
Cc1ccc(OCCSc2nc3ncnc(N)c3[nH]2)cc1	101	90	3	95	87	-0.1	98	105

No enrichment for hits, and some 3.9% of all compounds hit somewhere here.
